# Screening results as filed in PubChem.
# Pin1 inh – qHTS Assay to Find Inhibitors of Pin1 | Pin1 FP peptide displacement, HiFluor488, 10 min | Potency, µM (top dose mostly 115 µM), for inactives: top-dose activity, negative = inhibition, usual class: inhibitors | Peptidyl-prolyl cis-trans isomerase NIMA-interacting 1 (Homo sapiens), Q13526 | 390,000 tested, 0.009% active; active means well fitted inhibition curve with a large enough effect in the polarisation, with a control signal flat, not every such curve was filed as active; inconclusive means small, poorly fitted or top-dose-only effect, or effect the other way, or a change in a side signal; inactive means no such curve, though single readings can be large or run the other way; the % refers to the polarisation; further: on the % scale 0 is the no-effect control and ±100 the full control effect
# Target sequence (Q13526 whole entry, looked up): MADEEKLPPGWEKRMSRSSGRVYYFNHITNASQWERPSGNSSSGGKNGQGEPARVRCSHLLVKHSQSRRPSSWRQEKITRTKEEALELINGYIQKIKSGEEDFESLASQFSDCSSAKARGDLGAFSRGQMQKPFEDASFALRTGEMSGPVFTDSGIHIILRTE
# GLS inhibitor – qHTS for Inhibitors of Glutaminase (GLS); GLS enzymatic activity, qHTS titration; Potency, µM (highest dose often 45.5 µM), inactives show at the top dose activity change, negative = inhibition, most hits filed as inhibitors; 410,000 tested, 0.21% active; AID 624170, 2012; further: on the % scale 0 is the no-effect control and ±100 the full control effect
# Target sequence (O94925 whole entry, looked up): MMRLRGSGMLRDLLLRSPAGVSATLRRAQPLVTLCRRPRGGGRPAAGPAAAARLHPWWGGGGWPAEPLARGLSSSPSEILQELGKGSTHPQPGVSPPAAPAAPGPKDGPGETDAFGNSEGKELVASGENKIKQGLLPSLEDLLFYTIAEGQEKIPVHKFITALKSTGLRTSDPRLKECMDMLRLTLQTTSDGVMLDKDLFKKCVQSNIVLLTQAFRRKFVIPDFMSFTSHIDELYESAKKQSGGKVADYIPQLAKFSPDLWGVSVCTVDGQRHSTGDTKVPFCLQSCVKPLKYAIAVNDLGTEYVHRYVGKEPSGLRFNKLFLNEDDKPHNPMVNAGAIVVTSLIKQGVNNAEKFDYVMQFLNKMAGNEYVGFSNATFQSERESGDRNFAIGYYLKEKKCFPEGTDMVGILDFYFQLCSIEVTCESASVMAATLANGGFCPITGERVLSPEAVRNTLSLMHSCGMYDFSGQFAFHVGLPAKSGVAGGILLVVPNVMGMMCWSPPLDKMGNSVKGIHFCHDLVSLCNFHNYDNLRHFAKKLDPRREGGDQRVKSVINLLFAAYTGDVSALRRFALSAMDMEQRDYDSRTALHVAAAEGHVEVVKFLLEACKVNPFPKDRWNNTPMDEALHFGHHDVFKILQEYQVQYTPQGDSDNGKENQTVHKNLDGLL
#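 hKGA in 45 mM KH2PO4 (pH 8.2), 0.02% Tween-20 with compound, then 1mM L-Glutamine (stock as added) plus glutamate oxidase/HRP/Amplex red coupling mix. Fluorescence read initially and after 30 min at RT; signal change reflects glutamate formation.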
# ERG Ets-DNA blk – qHTS for Small Molecule Inhibitors of the ERG Ets/DNA interaction; Transcriptional regulator ERG (Homo sapiens), P11308; fluorescence polarization, His-ERG Ets domain / labelled DNA; Potency, µM (series often up to 76.9 µM), for inactives: at the top dose FP activity, negative = inhibition, actives largely listed as inhibitors; 370,000 tested, 0.028% active; AID 624246, 2012; active means well fitted inhibition curve with a large enough effect in the polarisation, with a control signal flat; inconclusive means small, poorly fitted or top-dose-only effect, or effect the other way, or a change in a side signal; inactive means no such curve, though single readings can be large or run the other way; the % refers to the polarisation;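 further: polarization taken with two DNA probes labelled with fluorescein and Texas red; % of control where 0% means no effect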
#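 His-tagged ERG Ets domain (1 uM in the protein solution; 300mM KCl, 50mM Tris-HCl, 1mM EDTA, 1mM DTT, pH 7.5) received compound, then a probe mix of 5 nM fluorescein-DNA and 100nM Texas-615-DNA. Fluorescence polarization was read for both dyes.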
# HP1b binding inh – HTS for Inhibitors of HP1-beta Chromodomain Interactions with Methylated Histone Tails; AID 540317, 2011; Chromobox protein homolog 1 (Homo sapiens), P83916; Potency, µM (highest dose often 114 µM), inactives show at the highest dose activity change, negative = inhibition, actives largely listed as inhibitors; 390,000 tested, 0.56% active; AlphaScreen HP1-beta / biotin-H3K9me3 peptide binding; further: nearly all actives have a fitted effect of over 70% in size; inactives centre near 23
#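 Compound inhibition of the preformed complex between 50 nM HP1-beta and 50 nM biotinylated H3K9me3 peptide was read by AlphaScreen. Buffer was PBS pH 7.4 with 0.01% Tween-20. Incubations ran 30 min at room temperature, with 10 ug/mL donor/acceptor beads.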
# JMJD2A Tudor – qHTS Assay for Inhibitors of JMJD2A-Tudor Domain | Lysine-specific demethylase 4A (Homo sapiens), O75164 | AlphaScreen JMJD2A-Tudor / H3K4me3 peptide binding | Potency, µM (titrated, usually from 114 µM), for inactives: at the top dose activity change, negative = inhibition, most hits filed as inhibitors | 390,000 tested, 4.4% active | AID 504339, 2011; further: on the % scale 0 is the no-effect control and ±100 the full control effect; nearly all actives have a fitted effect of over 50% in size
# 12-LOX inh – Primary qHTS assay for inhibitors of human arachidonate 12S-lipoxygenase (ALOX12): Round 2; Polyunsaturated fatty acid lipoxygenase ALOX12 (Homo sapiens), P18054; purified 12hLO, xylenol orange hydroperoxide absorbance; Potency, µM (titrated, usually from 108 µM), without a hit: top-dose activity change, negative = inhibition, hits mostly inhibitors; 580,000 tested, 1.1% active; AID 1671190, 2021; further: on the % scale 0 is the no-effect control and ±100 the full control effect
#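 Purified human 12hLO (150 nM final) in 25 mM Hepes, 0.01% Triton X-100, pH 7.0 was preincubated 15 min at room temperature with compound. Then 40 uM arachidonic acid was added, 30 min. Hydroperoxide was read by Fe-XO absorbance ratio 573/405 nm.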
# RGS4 inhibitor – Inhibitors of Regulator of G Protein Signaling (RGS) 4: qHTS. Transcreener GDP fluorescence polarization, RGS4-accelerated GTP hydrolysis. Potency, µM (series often up to 114 µM), without a hit: at the top dose activity change, negative = inhibition, most hits filed as inhibitors. 390,000 tested, 0.039% active; further: on the % scale 0 is the no-effect control and ±100 the full control effect; nearly all actives have a fitted effect of over 75% in size; some results filed as inactive show a strong effect at the top dose
# Target sequence (P49798 whole entry, looked up): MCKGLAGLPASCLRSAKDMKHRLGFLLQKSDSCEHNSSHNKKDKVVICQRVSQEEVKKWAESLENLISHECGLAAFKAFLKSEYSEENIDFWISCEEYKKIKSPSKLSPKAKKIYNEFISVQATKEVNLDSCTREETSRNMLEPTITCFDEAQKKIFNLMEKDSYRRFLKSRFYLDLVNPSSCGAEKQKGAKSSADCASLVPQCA
#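 MLSMR compounds (23 nl, pin-transferred) preincubated 10 min at room temperature with a 500nM (2x) first reagent, then RGS4 at 900nM (2x) plus Transcreener GDP mix added; fluorescence polarization (620/688 nm) read before and after 90 min at 30 °C.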
# rTrxR1 inhibitor – qHTS Assay for Inhibitors of Mammalian Selenoprotein Thioredoxin Reductase 1 (TrxR1): qHTS | Potency, µM (series often up to 114 µM), for the others: at the highest dose activity change, negative = inhibition, most hits filed as inhibitors | AID 588453, 2011 | recombinant rTrxR1, NADPH fluorescence consumption, selenite substrate | Thioredoxin reductase 1, cytoplasmic (Rattus norvegicus), O89049 | 390,000 tested, 1% active; further: on the % scale 0 is the no-effect control and ±100 the full control effect; nearly all actives have a fitted effect of over 65% in size
#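 Rat TrxR1 (90 nM in the dispensed reagent) was pre-reduced with 400 uM NADPH for 5 min at room temperature, then incubated with compound for 15 min. After 400 uM selenite was added, NADPH fluorescence (Ex 340/Em 450 nm) was followed for 8 min.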
# Tb PGK inh – qHTS Assay to Find Inhibitors of Phosphoglycerate Kinase; Phosphoglycerate kinase, glycosomal (Trypanosoma brucei brucei), P07378; PGK/GAPDH coupled, Kinase-Glo luminescence, 60 min; Potency, µM (top dose mostly 57.5 µM), for inactives: at the highest dose activity change, negative = inhibition, hits mostly inhibitors; 380,000 tested, 0.043% active; AID 602233, 2012; further: on the % scale 0 is the no-effect control and ±100 the full control effect; nearly all actives have a fitted effect of over 60% in size
#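 Luminescent ATP detection (Kinase-Glo Plus) follows a 60-minute room-temperature incubation, with wells lacking PGK as controls. Buffer: 100 mM TEA (pH 7.6), 5 mM MgCl2, 0.01% Tween-20. Coupling enzyme GAPDH (100 nM final) supplies unstable 1,3-BPG in-well.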
# * = called active by the depositor; i = inactive; ? = inconclusive; . = no result given; & = joins results of further samples; [ ] = remark or other dose. Unless noted, the call rests on the fitted dose curve; in most records, active means well fitted curve in the direction sought with a large enough effect; inconclusive means small, poorly fitted or top-dose-only effect, or another doubt; inactive means no such curve, though single readings can be large; an effect the other way counts as inactive or inconclusive. Potency means the concentration at half of the fitted maximal effect.
Pin1 inh,GLS inhibitor,ERG Ets-DNA blk,HP1b binding inh,JMJD2A Tudor,12-LOX inh,RGS4 inhibitor,rTrxR1 inhibitor,Tb PGK inh,compound
-1.9%,-9.0%,-9.5%,30.5%,?,0.0%,-5.3%,-3.9%,i,CC1CCCC(C)N1C(=O)CSc1nnc(C2CCCCC2)o1 (configuration not stated)
-1.2%,9.3%,2.3%,31.5%,-6.9%,-10.0%,22.3%,6.9%,2.7%,CCOc1ccc(N2C(=O)CC(NCc3ccc(F)cc3)C2=O)cc1 (configuration not stated)
3.5%,-13.7%,1.4%,24.6%,-19.1%,-20.2%,-8.8%[56.9 µM],19.4%,-9.7%,Cc1ccc(C(=O)OCC(=O)c2ccc[nH]2)s1
-7.7%,2.1%,-14.2%,30.3%,-22.1%,-3.9%,10.5%,-1.8%,-1.7%,Cc1ccc(NCc2nnc(SC(C)C(=O)N/N=C/c3ccc(C)o3)n2-c2ccccc2)cc1 (configuration not stated)
0.3%,5.2%,-1.6%,42.7%[activator],-8.4%,2.6%,25.3%[11.4 µM],31.3%,-10.7%,Cc1ccc(N(CC(=O)NC(C)c2ccccc2)S(=O)(=O)c2c(C)n[nH]c2C)cc1 (configuration not stated)
1.0%,-0.4%,-0.7%,24.9%,-19.2%,5.4%,-4.6%,-21.4%,i,CCc1c(C)sc(NC(NC(C)=O)(C(=O)OC)C(F)(F)F)c1C#N (configuration not stated)
-4.7%,63.8%[activator],-3.4%,15.2%,79.4µM*,?,6.4%,1.4%,-0.1%,Cc1[nH]n(-c2ccccc2)c(=O)c1/C=N/NC(=O)COc1ccccc1[N+](=O)[O-]
13.9%,-1.5%,-5.5%,31.0%,-2.9%,-23.7%,-42.4%,-3.7%,-10.9%,COc1ccccc1NC(=O)CSc1nncn2c1cc1sccc12
-6.9%,5.2%,-3.8%,2.0%,-9.8%,-16.4%,-21.1%,-6.5%,-0.9%,O=C(O)c1c(NC(=O)N2CCOCC2)sc2c1CCCC2
-10.4%,0.2%,6.4%,-6.6%,?,-15.2%,0.7%,15.5%,i,O=C(NC1CCCCC1)C(c1ccccc1)N1CCc2ccccc21 (configuration not stated)
2.8%,5.5%,8.2%,26.9%,-5.5%,0.0%,39.2%,-5.3%,-2.0%,CC1CCN(S(=O)(=O)c2cn(CC(=O)N3CCN(C)CC3)c(=O)c3ccccc23)CC1
-9.2%,-6.6%,-1.3%,35.5%,-5.8%,-10.2%,-15.4%,-3.1%,i,O=S(=O)(Nc1ccc(Cl)nn1)c1ccccc1
3.0%,2.7%,0.1%,9.7%,-20.8%,14.3%,5.7%,-11.7%[57.1 µM],-7.6%,O=C(CSc1nnc2scc(-c3ccccc3)n12)Nc1ccc2c(c1)OCCO2
-3.7%,8.1%,-2.5%,328.5%[activator],148.6%[activator],1.5%,-5.5%,8.3%,2.8%,Clc1nc(-c2ccccc2)cc(-c2ccccc2)n1
-0.7%,-1.2%,-0.3%,15.7%,-17.0%,-19.8%,8.6%,7.3%[57.1 µM],-0.8%,CCOc1ccc(C2C(C(=O)Nc3ccccc3)=C(C)Nc3nc(SCc4cc(C)ccc4C)nn32)cc1 (configuration not stated)
4.2%,6.4%,.,13.0%,-10.7%,13.5%,3.0%,-13.9%,-0.9%,Cn1cnnc1Sc1cc(N2CCN(S(=O)(=O)c3ccc4ccccc4c3)CC2)ccc1[N+](=O)[O-]
2.1%,-0.1%,7.6%,19.0%,-11.4%,13.1%,-10.5%,16.3%,i,COc1ccc(OC)c2c1sc(=NC(=O)C1CC1)n2C
-4.7%,-3.1%,7.9%,33.4%[activator],4.2%,2.0%,15.2%,6.1%,0.2%,Cc1ccnc(N2CCCC(C(=O)NCc3cccs3)C2)n1 (configuration not stated)
2.7%,0.0%,.,21.8%,-20.9%,?,6.0%,4.8%,-5.2%,COc1ccccc1N1CCN(C(=O)CSc2nc3ncnc(N)c3[nH]2)CC1
12.6%,4.0%,1.5%,-0.9%,-21.2%,0.0%,-34.5%,-11.5%,-10.3%,Cc1ccc(C)n1CCN1CCN(C(=O)CSc2nc3ccccc3nc2N2CCOCC2)CC1
4.9%,-1.5%,7.0%,31.5%,-11.0%,-2.7%,-19.5%,2.8%,-0.4%,CC(=O)N1CCc2c(sc(NC(=O)CCS(=O)(=O)c3ccc(C)cc3)c2C#N)C1
?,7.9%,-4.8%,-21.8%,?,?,?,2.4%[11.4 µM],-10.0%,Cc1cc(/C=C2/SC(=S)N(c3cccc(Cl)c3)C2=O)c(C)n1-c1cccnc1
-4.6%,-11.8%,-0.4%,66.1%[activator],7.6%[11.4 µM],-5.5%,-4.0%[11.4 µM],-15.1%[11.4 µM],5.1%,CCCCNC(=O)COC(=O)CCC(=O)c1ccc(F)cc1
1.8%,-0.7%,5.4%,30.9%,-6.7%,-9.9%,9.6%,4.5%[57.1 µM],-3.9%,CC(=O)Nc1cc(C(=O)OCC(=O)c2ccc(Cl)cc2Cl)ccc1C
0.3%,10.5%,5.6%,-10.2%,?,441.1%[activator],-17.9%,-20.4%[57.1 µM],-1.1%,COc1cc(C)c(-c2cc(C(=O)O)c(C)o2)cc1C(C)C
-0.9%,-7.4%,9.5%,8.5%,-15.2%,0.0%,-13.1%,-4.5%,i,CC(C)CCN1C(=O)c2ccc(C(=O)NCC3CCCO3)cc2C1=O (configuration not stated)
0.4%,-2.3%,1.6%,17.1%,-9.4%,0.8%,-0.4%,10.3%,i,CC(C)(C)OC(=O)N1CCC(c2c(C(=O)NCCN3CCOCC3)cnn2-c2cccc(Cl)c2)CC1
0.3%,1.4%,1.4%,75.7%[activator],-9.3%,-18.3%,-14.7%,7.9%,i,CCOc1ccc(NC(=O)c2cc3nc(-c4ccc(OC)cc4)cc(C(F)(F)F)n3n2)cc1
4.0%,-2.9%,-2.7%,16.1%,-13.7%,-1.1%,10.8%,11.0%,-1.2%,CC(=O)Nc1ccc(OCC(O)Cn2ccnc2)cc1 (configuration not stated)
4.5%,17.5%,-14.3%,26.8%,-16.6%,0.0%,22.9%,9.8%,i,Cc1n[nH]c(C)c1CCC(=O)N/N=C/c1c(C)[nH]c2ccccc12

# Entries listed so far shown as hits in JMJD2A Tudor:
Pin1 inh,GLS inhibitor,ERG Ets-DNA blk,HP1b binding inh,JMJD2A Tudor,12-LOX inh,RGS4 inhibitor,rTrxR1 inhibitor,Tb PGK inh,compound
-4.7%,63.8%[activator],-3.4%,15.2%,79.4µM*,?,6.4%,1.4%,-0.1%,Cc1[nH]n(-c2ccccc2)c(=O)c1/C=N/NC(=O)COc1ccccc1[N+](=O)[O-]

# (further entries)
Pin1 inh,GLS inhibitor,ERG Ets-DNA blk,HP1b binding inh,JMJD2A Tudor,12-LOX inh,RGS4 inhibitor,rTrxR1 inhibitor,Tb PGK inh,compound
?,-1.9%,.,37.3%,-18.2%&-11.6%,-7.3%,-2.5%,12.4%[57.1 µM],-4.7%,CCOC(=O)CC(=O)Nc1ncnc2c1C(c1ccccc1)c1c(ccc3ccccc13)O2 (configuration not stated)
-1.6%,2.2%,4.8%,35.8%[activator],-10.3%,-25.5%,-31.9%,-2.0%,i,CCN(CC(=O)NCc1ccc(Cl)cc1)C(=O)CSc1ccc(F)cc1
1.8%,8.7%,-12.3%,13.3%,-7.3%,66.6%[activator],20.0%,7.9%,0.1%,CCCc1cc(=O)[nH]c(SCC(=O)OCc2ccccc2)n1
-5.7%,5.2%,-4.1%,22.6%,-10.3%,-14.9%,0.5%,22.0%,-2.9%,CCC(C)COC(c1ccccc1)(c1ccccc1)C(Oc1nc(C)cc(C)n1)C(=O)O (configuration not stated)
11.8%,.,.,17.5%,-17.9%,.,12.4%,-14.5%,.,CN(C(=O)c1ccc(OCC=C(c2ccccc2)c2ccccc2)cc1)c1ccccc1I
-1.2%,13.8%,-9.0%,31.6%,3.7%,-18.6%,-11.6%,-2.4%,-13.0%,COc1ccc2[nH]c3c(=O)n(N)c(C)nc3c2c1
-1.0%,-3.9%,8.1%,52.7%[activator],-14.4%,-3.0%,-10.0%,23.6%,.,OCCOc1cccc(CN2CCC(CO)(CCOc3ccccc3)CC2)c1
1.6%,6.8%,-6.2%,30.6%,-21.9%,3.3%,3.5%,11.3%,-5.6%,CCOc1ccc(S(=O)(=O)N(C)c2ccc(OCC(=O)NC3=NCCS3)cc2)cc1
-5.6%,0.3%,0.2%,41.3%[activator],-6.9%,-12.8%,9.9%,3.7%[57.1 µM],5.5%,CC(NC(=O)Cc1ccc(NC2=NC3CS(=O)(=O)CC3S2)cc1)c1ccccc1 (configuration not stated)
-6.7%,-5.2%,-9.6%,45.0%[activator],-4.8%,-4.3%,-5.4%,21.8%,-12.2%,CC1CCN(c2ncnc3nc[nH]c23)CC1

# This is a subset; the hit share may differ from the screen's.
